CHOP inh = inhibitors of CHOP promoter induction, primary screen, cell-based, unfolded protein response, luciferase reporter; CHO-K1 CHOP-promoter luciferase, tunicamycin-induced, 15-18 h; inhibition, % at 10 µM; AID 2732, 2010; actives 3.8% (n = 220,000);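 active = compounds that reduced the stress-induced luciferase reporter signal by more than about 70% of percent inhibition, limit read from the data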;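 note: 0% = tunicamycin plus vehicle and 100% = wells without tunicamycin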
14-3-3 Bad PPI = inhibitors of 14-3-3 zeta/Bad binding, primary screen, biochemical, TR-FRET, bovine 14-3-3 zeta | 14-3-3 protein zeta/delta (Bos taurus), P63103 | TR-FRET 14-3-3zeta/Dy647-pBad peptide displacement, 1 h | inhibition, % at 21.7 µM | actives 0.71% (n = 220,000);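 active = inhibition above about 70%, limit read from the data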;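 note: 0% = full 14-3-3 plus peptide FRET controls and 100% = background without 14-3-3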
Target sequence (P63103 whole entry, looked up): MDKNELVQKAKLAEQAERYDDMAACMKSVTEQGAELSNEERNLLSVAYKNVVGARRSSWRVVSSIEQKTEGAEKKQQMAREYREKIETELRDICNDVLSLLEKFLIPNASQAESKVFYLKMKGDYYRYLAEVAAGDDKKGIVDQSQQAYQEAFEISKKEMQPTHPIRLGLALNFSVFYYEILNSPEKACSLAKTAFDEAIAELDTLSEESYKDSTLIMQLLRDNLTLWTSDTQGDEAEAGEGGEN
TRPML3 ag = human TRPML3 channel agonists, primary screen, cell-based, HEK293 TRPML3-YFP, Fluo-8 calcium fluorescence, 3 µM. 100% = the carbachol control signal. activation, % at 3 µM. actives 0.29% (n = 220,000);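 active = activation above its plate's cutoff, the mean activation of the plate's test wells plus 3 SD, cut at about 12% in these data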;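 note: 0% = DMSO only wells and 100% = carbachol wells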
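Material: TRPML3-YFP stable HEK293 cells | Dosing: One concentration, 3 µM nominal, 0.3% DMSO | Timing: 125 s total fluorescence read per well | Technique: Fluo-8 calcium dye fluorescence, ex 470-495, em 515-575 nm | Measure: Percent activation from peak-to-basal fluorescence ratio, scaled between DMSO and carbachol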
NPY Y1 blocker = NPY-Y1 receptor antagonists, primary screen, cell-based | Neuropeptide Y receptor type 1 (Homo sapiens), P25929 | HEK293-CNG Y1 cells, membrane potential fluorescence; NPY at EC95, then isoproterenol | inhibition, % at 3.6 µM | actives 1% (n = 200,000);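 active = inhibition above the campaign mean inhibition of all tested compounds plus 3 SD, cut at about 20% in these data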;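 note: 0% = DMSO wells given NPY plus isoproterenol and 100% = isoproterenol alone without NPY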
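Benchmarks – high control isoproterenol alone, low control NPY with isoproterenol · Material – HEK293 Y1/CNG channel cell line · Times – dye 3 h, compound 60 min room temperature, stimulation 45 min · Probe or stimulus – NPY (25 nM), isoproterenol (1 µM), Ro 20-1724 (25 µM) · Evaluation – % inhibition of NPY effect · Signal – fluorescence, membrane potential probe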
NPY1 pot ag = NPY-Y1 receptor potentiators or agonists, primary screen, cell-based | Neuropeptide Y receptor type 1 (Homo sapiens), P25929 | NPY-Y1 expressing cells, potentiator/agonist activation | activation, % at 3.6 µM | actives 0.37% (n = 220,000); in the data active = activation above about 33%, passing the limit was not always enough;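 note: cells stimulated with NPY at EC10 then isoproterenol at EC100; 0% = low agonist plus stimulus and 100% = saturating agonist plus stimulus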
EP2 antag = human EP2 receptor antagonists, primary screen, TR-FRET cAMP, C6 glioma cells; Prostaglandin E2 receptor EP2 subtype (Homo sapiens), P43116; C6 glioma cells expressing human EP2; cells stimulated with saturating PGE2; inhibition, % at 25 µM; actives 0.52% (n = 260,000); AID 1422, 2008;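 active = percent inhibition above 40 after rounding to a whole number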;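 note: rat C6 glioma host cells with rolipram phosphodiesterase inhibitor present; the protocol text gives 20 µM as final concentration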
Target sequence (P43116 whole entry, looked up): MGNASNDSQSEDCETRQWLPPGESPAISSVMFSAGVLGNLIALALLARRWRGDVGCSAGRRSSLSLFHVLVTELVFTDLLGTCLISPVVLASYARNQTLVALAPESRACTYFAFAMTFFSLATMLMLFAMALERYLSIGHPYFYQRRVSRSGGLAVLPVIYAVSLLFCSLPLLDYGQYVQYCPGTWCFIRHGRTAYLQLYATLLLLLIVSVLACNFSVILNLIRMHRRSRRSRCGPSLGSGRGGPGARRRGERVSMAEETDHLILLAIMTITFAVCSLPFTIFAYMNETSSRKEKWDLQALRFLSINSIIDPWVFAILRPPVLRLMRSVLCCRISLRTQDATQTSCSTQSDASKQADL
PPC-1+TRAIL kill = compounds killing PPC-1 cancer cells with TRAIL present, primary screen, TRAIL potentiator project, ATPLite luminescence, uHTS. actives 0.41% (n = 220,000). cell killing (% activity), % at 4 µM. PPC-1 cells + TRAIL, ATPLite viability luminescence;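 active = cell killing above 50% in the first pass at 4 µM, then a duplicate retest at 5 µM averaging 50% or more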;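 note: plate controls were cells with TRAIL plus DMSO for no effect and medium-only wells lacking cells for full effect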
zfTRPN1 agonist = zebrafish TRPN1 channel agonists, primary screen, cell-based, HEK293, calcium fluorescence; actives 0.18% (n = 220,000); activation, % at 3 µM; HEK293 zebrafish TRPN1-YFP, Fluo-8 calcium fluorescence; 100% = response to 87 µM carbachol; transient receptor potential cation channel N1 (TRPN1/NompC), Danio rerio;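 active = activation above its plate's cutoff, the mean activation of test wells on that plate plus 3 SD, cut at about 19% in these data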;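 note: 0% = DMSO alone and 100% = 87 µM carbachol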
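System: zebrafish TRPN1-YFP in HEK293 cells / Dosing: 3 µM single point / Timing: dye loading 1 h at 37 °C, then 30 min room temperature / Signal: Fluo-8 calcium fluorescence, excitation 470-495 nm, emission 515-575 nm / Read-out basis: percent activation from peak over basal fluorescence ratio, control-normalized / Control set: high carbachol 87 µM, low DMSO alone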
EP2 mod = EP2 receptor modulators, cAMP readout, primary screen, cell-based, HTRF cAMP, PGE2 stimulation. Prostaglandin E2 receptor EP2 subtype (Homo sapiens), P43116. EP2-expressing cells, cAMP HTRF FRET, PGE2 co-stimulation. induction, % at 25 µM. actives 0.83% (n = 260,000);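 active = compounds whose cAMP rise, as percent of the full-agonist control response, exceeds 60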;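 note: rat C6 glioma line stably carrying human EP2 under a CMV promoter; the protocol text gives 20 µM as final concentration; 100% = response of wells given 1 µM PGE2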
Starred values were filed as active, the others as inactive; x = no result given; & = joins results of further samples; [ ] = dose if it differs, or a comment.

Structure	CHOP inh	14-3-3 Bad PPI	TRPML3 ag	NPY Y1 blocker	NPY1 pot ag	EP2 antag	PPC-1+TRAIL kill	zfTRPN1 agonist	EP2 mod
CC1CN(C(=O)Nc2ccc(F)cc2)C2(CCCCCC2)O1 (configuration not stated)	1	-1	0.9	4	1	5	-4	0.1	20
CC(C)NC(=O)CSc1nnc2sc3ccccc3n12	12	-7[fluorescence artefact?]	0.9	1	14	8	6	-0.7	24
CCN(CC)c1ccc(/C=C(\C#N)C(=O)NCc2ccccc2)cc1	44	-7[fluorescence artefact?]	0.9	3	-9	5	1	1.4	-18
O=C(CC(c1ccccc1)C1CCCCC1=O)c1ccco1 (configuration not stated)	36	-8	-0.2	-2	1	6	-10	-0.2	17
CCCCC(CC)CNC(=O)Cn1c(=S)[nH]c2ncccc2c1=O (configuration not stated)	-1	4	-0.5	-4	14	13	24	0.3	8
COCCNC(=O)c1cc(-c2ccccc2OC)on1	27	-5	0.7	0	-2	5	1	1.3	-9
CCCCNC(=S)NNC(=O)c1c(Cl)c(C)nn1C	-15	2[fluorescence artefact?]	1.0	3	-7	10	10	1.7	46
O=C(CSc1nc(-c2ccc(Cl)cc2)cs1)Nc1cccc([N+](=O)[O-])c1	3	6[fluorescence artefact?]	0.9	-1	-39	8	17	2.1	-11
Cc1ccc2oc(-c3ccccc3C(=O)O)cc(=O)c2c1	16	3[fluorescence artefact?]	-0.1	4	7	13	11	0.8	3
CC1=C(C(=O)OC(C)C)C2(O)C(=O)c3ccccc3C2(O)N1 (configuration not stated)	-8	-15	-0.4	-2	-11	13	13	0.4	4
CCC(=O)Nc1ccc(S(=O)(=O)Nc2cc(C)on2)cc1	30	10	0.5	2	-4	2	6	0.9	13
CC(C)(C)C1CCc2c(sc(N)c2C(N)=O)C1 (configuration not stated)	12	12	0.6	0	11	20	26	-0.2	12
Cc1ccccc1C1CCCN(C(=O)c2cc(COc3c(F)cccc3F)on2)C1 (configuration not stated)	20	9	0.8	9	-3	11	14	-1.8	9
CC(=O)OCCNC(=O)Cn1cnc2c1c(=O)n(C)c(=O)n2C	33	-2	0.5	1	13	11	3	0.1	30
O=C(N/N=C/c1ccsc1)c1ccccn1	-37	-2	0.7	-2	-1	1	0	0.7	-18
COc1ccc(OC)c(C2CC(=O)C(C)C(c3cc(OC)ccc3OC)N2)c1 (configuration not stated)	17	10[fluorescence artefact?]	0.0	1	2	12	41	-1.2	28
CCOc1ccc(CCNC(=O)CN2C(=O)NC(CCSC)C2=O)cc1OCC (configuration not stated)	2	-4	0.9	0	-5	7	-9	0.0	31
COCCn1nc2cc(C(=O)NCc3cc(C(F)(F)F)cc(C(F)(F)F)c3)ccc2c1OC	47	-11	-0.3	-2	-8	14	36	-1.2	-9
CNc1nc(OCC(F)(F)F)nc(N2CCOCC2)n1	12	-1	-0.1	-1	-16	13	-10	0.5	33
Cc1cccc(N2C(=O)C3CCC(c4ccccc4)CC3C2=O)c1 (configuration not stated)	64	3	-0.2	3	4	13	-4	-1.7	32
CC(=O)N1N=C(c2ccccc2)CC1c1cn(Cc2ccccc2)c2ccccc12 (configuration not stated)	69	0	0.4	3	-12	3	-9	0.0	7
CCc1nnc(NC(=O)c2ccc(S(=O)(=O)NCC(C)C)cc2)s1	34	2	0.2	-8	14	1	3	0.6	12
O=C(c1cccc(C(F)(F)F)c1)C1CCCN(C(=O)CCCn2cncn2)C1 (configuration not stated)	-7	0	0.2	0	11	9	11	0.1	-2
CN1CCCN(C(=O)Cc2c(Cl)cccc2Cl)c2nc3ccccc3nc21	52	20	-0.2	6	0	9	21	1.6	70*
Cc1cc(C)n(CC(=O)N/N=C/c2ccc3c(c2)OCO3)n1	10	-15	0.7	0	-7	5	23	1.0	-11
Cc1ccc(-c2[nH]c3ccccc3c2SCCNC(=O)c2ccc(S(=O)(=O)N3CCOCC3)cc2)cc1	43	-2	-0.1	-5	48*	10	17	-3.9	11
Cc1ccc(-n2c(SCc3cc(=O)n4ccsc4n3)nnc2-c2cccnc2)c(C)c1	18	-5	0.5	2	-11	x	15	0.9	15
CC1CCc2c(sc3nc(CSc4nnnn4C)[nH]c(=O)c23)C1 (configuration not stated)	21	4	0.8	x	-4	7	-10	2.5	-16
Cc1cc(C)cc(N=c2c([N+](=O)[O-])nn(-c3cccc(Cl)c3)n2O)c1	46	-16	-0.3	-8	1	0	-6	-0.3	15
COc1ccccc1-n1c(N)c(C(=O)NCC2CCCO2)c2nc3ccccc3nc21 (configuration not stated)	-7	12	1.2	1	-4	23	14	0.9	-6
COc1ccc(OC)c(-c2csc(NC(=O)c3ccc(OCC4CCCO4)cc3)n2)c1 (configuration not stated)	48	-20	0.6	-4	-11	8	24	1.3	-16
O=C(/C(N=Nc1cccc(C(F)(F)F)c1)=C(/O)c1cccs1)C(F)(F)F	11	-11	0.4	x	24	7	12	2.5	-8
CN(C)c1nc2n(c(=S)n1)CCS2	40	-1[fluorescence artefact?]	-0.1	-4	-4	12	-8	-0.7	0
CC(=O)c1cnc(SCC(=O)O)nc1C	5	-13	1.2	-4	0	9	20	0.4	20
CCOC(=O)CSc1nnnn1-c1cccc2ccccc12	11	-4	-0.6	7	-25	3	33	-0.1	-31
O=C1CC(c2ccc(F)cc2)Cc2nc(N3CCOCC3)ncc21 (configuration not stated)	25	-5	-0.5	4	-25	11	23	1.4	2
O=C(CCc1nc2ccccc2[nH]c1=O)OCC(=O)c1ccc(Cl)cc1	1	-2	0.4	1	-10	12&7	9	-0.5	9&26
CC(=O)Nc1ccccc1Nc1cc(C#N)c(C#N)cc1[N+](=O)[O-]	x	x	0.6	-4	16	4	28	0.4	x
COc1ccc(C(=O)CSc2nnnn2C)c(OC)c1	16	-4	0.7	3	12	4	x	1.8	-1
Cn1c2c(c(=O)n(C)c1=O)C(c1ccccc1OC(F)F)C1=C(CCCC1=O)N2 (configuration not stated)	-29	-4	0.5	3	5	9	x	0.6	25
Cc1ccc2nc(-c3ccc(NC(=S)NC(=O)CC(C)C)cc3)sc2c1	96*	-9	0.5	6	-27	11	-14	1.8	9
O=C(CCCOc1ccccc1)Nc1nccs1	32	0	1.1	2	-9	4	6	1.2	35
O=C(c1ccccc1)N1CCN(c2ccc([N+](=O)[O-])c(N3CCOCC3)c2)CC1	32	-2	0.2	1	4	6	8	-2.0	9
CCNC(=O)CN1C(=O)NC2(CCCc3cc(OC)ccc32)C1=O (configuration not stated)	2	-10	1.2	4	-3	10	7	0.2	6
COc1ccc(C(c2nnnn2Cc2cccs2)N2CCN(c3ccccc3F)CC2)cc1OC (configuration not stated)	12	83*	-0.1	4	11	8	-4	-1.5	-26&-2

Quoted from the listing.
Value of CC(=O)Nc1ccccc1Nc1cc(C#N)c(C#N)cc1[N+](=O)[O-] in NPY1 pot ag: 16
Value of CCOC(=O)CSc1nnnn1-c1cccc2ccccc12 in NPY Y1 blocker: 7

(further entries)
Structure	CHOP inh	14-3-3 Bad PPI	TRPML3 ag	NPY Y1 blocker	NPY1 pot ag	EP2 antag	PPC-1+TRAIL kill	zfTRPN1 agonist	EP2 mod
Cc1ccc(N/C=C(/C#N)c2ccsc2)cc1C	23	-7	0.5	0	3	2	22	-1.2	-4
CCNc1nc(NC(C)C)nc(N2CC(=O)N(CC(=O)OCC)C2=N)n1	14	-5	-0.2	-1	-15	5	-15	0.9	-1
CCc1c(O)nc(SCC(=O)Nc2ccc(OC)cc2)n(C2CCCCC2)c1=O	77*	-14	0.3	-2	-8	3	13	-0.2	26
CC(C)CNC(=S)NNC(=O)c1ccccc1OC(F)F	8	4[fluorescence artefact?]	0.9	5	-5	2	33	-0.4	2
Cc1sc2c(c1C)c(=O)nc1n2Cc2ccccc2-1	-17	9	0.7	6	-17	x	9	0.0	10
Cc1c(C)c(C)c(CN2CCCC2)c(C)c1C	9	0	0.3	x	-15	10	16	-0.1	-59
CN(CCC1CCCCO1)C(=O)CCc1nnc(CCCCc2ccccc2)o1 (configuration not stated)	-3	-9	-0.7	2	-7	1	x	-0.1	-27

Assay outcomes: PubChem, several laboratories

Some of the compounds tested (hit frequency here may not be typical).
